# SARS 3CLpro inh – SARS-CoV 3CLpro protease inhibition. recombinant SARS-CoV 3CLpro, quenched FRET peptide cleavage. inhibition, % at 6 µM. 0.14% of 290,000 active. AID 1706; in the data active means inhibition above about 12%
# Anthrax LF prot – blocks Bacillus anthracis lethal factor protease; P15917; multiplex microsphere protease cleavage assay, LF; inhibition, % at 10 µM; 0.12% of 360,000 active; further: plate controls were buffer without enzyme for full effect and enzyme alone for no effect
# PriA SSB inh – blocks PriA binding to SSB C-terminal tail. AlphaScreen SSBct-PriA binding, biotinylated peptide. inhibition, % at 33 µM. 0.6% of 430,000 active; in the data active means inhibition mostly above about 37%, no sharp cut-off; inactive means mostly below about 20%;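 further: plate controls were negative control peptide for no effect and reference peptide for full effect; strong numbers were not always called active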
# BoNT-A LC inh2 – blocks Botulinum neurotoxin A light chain protease. inhibition, % at 10 µM. multiplex microsphere protease substrate cleavage, flow cytometry. 0.17% of 360,000 active; further: plate controls were buffer without enzyme for full effect and enzyme alone for no effect
# PfHsp40 rescue – restores yeast growth despite PfHsp40 toxicity; growth rescue, % at 12.5 µM; S. cerevisiae expressing PfHsp40, growth rescue, ATP luminescence; 0.68% of 340,000 active; AID 504582; in the data active means growth rescue above about 28%, passing the limit was not always enough; inconclusive means no clear call, values can overlap the other calls;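 further: yeast W303a lacking pdr1 and pdr3 grown in galactose medium; growth measured after three days at 30 °C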
# Yp Topo-I inh – blocks Yersinia pestis topoisomerase I activity. activity, % at 10 µM. AID 504884. Y. pestis Topo-I cleavage product accumulation, plate reader. 0.064% of 360,000 active; in the data active means activity above about 50%, passing the limit was not always enough; inconclusive means no clear call, values can overlap the other calls; further: inactives centre near 2
# BH1578 lux ind – inducers of Vibrio cholerae quorum light production without autoinducers; V. cholerae BH1578 lux reporter, luminescence, 6 h; activation, % at 18.7 µM; 0.16% of 350,000 active; in the data active means activation mostly above about 9.7%, no sharp cut-off; inconclusive means no clear call, values can overlap the other calls; inactive means mostly below about 3.7%; further: not every result past the cut was called active; inactives centre near 0; reference of the scale not given here
# CCHFV vOTU inh – blocks the CCHF virus ovarian tumor domain protease. CCHFV vOTU protease, Pep-AMC fluorescence. inhibition, % at 11.5 µM. 0.55% of 370,000 active. AID 651958; in the data active means inhibition above about 30%; further: 0% = vehicle wells with enzyme and 100% = no enzyme wells
# TcdB inh – TcdB glycohydrolase inhibition | P18177 | TcdB glycohydrolase enzymatic assay, plate reader | inhibition, % at 9.99 µM | 0.24% of 350,000 active | AID 652162; in the data active means inhibition above about 10%
# Target sequence (P18177 whole entry, looked up): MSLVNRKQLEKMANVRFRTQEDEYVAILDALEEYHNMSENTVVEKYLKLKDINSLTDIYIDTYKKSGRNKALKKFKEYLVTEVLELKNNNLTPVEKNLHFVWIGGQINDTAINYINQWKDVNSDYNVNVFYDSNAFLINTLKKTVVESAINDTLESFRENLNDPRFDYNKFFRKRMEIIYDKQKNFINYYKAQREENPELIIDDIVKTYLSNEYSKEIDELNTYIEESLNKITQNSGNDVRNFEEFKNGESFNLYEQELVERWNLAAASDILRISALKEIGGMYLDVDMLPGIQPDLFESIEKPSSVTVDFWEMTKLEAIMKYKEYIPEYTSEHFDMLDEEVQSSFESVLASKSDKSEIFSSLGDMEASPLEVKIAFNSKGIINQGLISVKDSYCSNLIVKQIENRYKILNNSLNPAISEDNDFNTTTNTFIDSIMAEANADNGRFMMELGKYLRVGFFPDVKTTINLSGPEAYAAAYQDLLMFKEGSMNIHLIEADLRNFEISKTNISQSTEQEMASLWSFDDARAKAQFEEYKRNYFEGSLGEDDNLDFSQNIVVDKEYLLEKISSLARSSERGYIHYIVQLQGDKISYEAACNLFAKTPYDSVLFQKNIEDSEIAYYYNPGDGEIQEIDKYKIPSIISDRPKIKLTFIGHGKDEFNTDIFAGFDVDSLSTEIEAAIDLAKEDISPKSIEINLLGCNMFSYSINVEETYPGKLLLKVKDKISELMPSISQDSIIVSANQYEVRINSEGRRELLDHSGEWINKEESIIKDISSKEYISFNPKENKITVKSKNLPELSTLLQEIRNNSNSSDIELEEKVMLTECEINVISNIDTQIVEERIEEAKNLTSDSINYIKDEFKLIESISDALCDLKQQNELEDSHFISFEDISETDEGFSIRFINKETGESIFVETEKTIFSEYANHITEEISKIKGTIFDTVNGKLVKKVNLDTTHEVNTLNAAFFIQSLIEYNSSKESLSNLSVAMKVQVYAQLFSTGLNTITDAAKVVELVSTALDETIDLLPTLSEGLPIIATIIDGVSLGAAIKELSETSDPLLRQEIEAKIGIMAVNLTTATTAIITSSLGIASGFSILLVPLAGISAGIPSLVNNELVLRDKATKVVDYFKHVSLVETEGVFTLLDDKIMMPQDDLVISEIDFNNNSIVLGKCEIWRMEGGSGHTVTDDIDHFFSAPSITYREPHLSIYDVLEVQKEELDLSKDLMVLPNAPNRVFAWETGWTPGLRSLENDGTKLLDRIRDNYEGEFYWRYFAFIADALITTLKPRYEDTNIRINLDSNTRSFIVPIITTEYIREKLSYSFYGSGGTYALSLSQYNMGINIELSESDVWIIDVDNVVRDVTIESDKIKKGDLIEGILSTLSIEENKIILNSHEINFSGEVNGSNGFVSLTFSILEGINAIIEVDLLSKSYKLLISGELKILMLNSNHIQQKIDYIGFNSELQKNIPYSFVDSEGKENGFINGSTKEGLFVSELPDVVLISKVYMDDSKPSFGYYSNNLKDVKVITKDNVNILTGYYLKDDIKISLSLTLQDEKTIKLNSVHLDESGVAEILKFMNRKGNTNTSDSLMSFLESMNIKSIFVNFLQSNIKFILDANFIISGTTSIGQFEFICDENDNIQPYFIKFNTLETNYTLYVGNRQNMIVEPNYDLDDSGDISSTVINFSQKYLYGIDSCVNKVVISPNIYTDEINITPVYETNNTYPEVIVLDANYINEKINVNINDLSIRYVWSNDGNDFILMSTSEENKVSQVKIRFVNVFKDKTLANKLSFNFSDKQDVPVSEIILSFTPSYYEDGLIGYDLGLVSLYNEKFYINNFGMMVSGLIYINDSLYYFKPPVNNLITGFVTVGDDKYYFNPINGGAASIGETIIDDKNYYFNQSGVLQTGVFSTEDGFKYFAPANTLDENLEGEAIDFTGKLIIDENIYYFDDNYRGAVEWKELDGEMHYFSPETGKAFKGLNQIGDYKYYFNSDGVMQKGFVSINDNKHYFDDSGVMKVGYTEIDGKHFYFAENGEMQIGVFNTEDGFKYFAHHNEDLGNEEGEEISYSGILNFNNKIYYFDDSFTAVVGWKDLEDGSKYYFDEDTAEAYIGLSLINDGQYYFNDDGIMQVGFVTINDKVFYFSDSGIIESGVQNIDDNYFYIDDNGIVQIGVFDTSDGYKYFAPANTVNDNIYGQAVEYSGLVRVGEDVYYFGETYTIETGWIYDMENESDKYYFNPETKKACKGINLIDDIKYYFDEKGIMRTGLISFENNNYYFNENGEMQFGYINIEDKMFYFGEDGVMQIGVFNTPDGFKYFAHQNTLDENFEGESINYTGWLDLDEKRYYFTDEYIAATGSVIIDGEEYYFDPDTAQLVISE
# VHR inh abs – DUSP3 (human) phosphatase inhibition; AID 1654; P51452; inhibition, % at 13.3 µM; 0.52% of 290,000 active; recombinant VHR phosphatase, pNPP absorbance; in the data active means inhibition above about 50%; further: some compounds called inactive have numbers as strong as hits
# * hit, by the source's call; i = inactive; ? = inconclusive; . = not tested or not shown; & = joins results of further samples. Unless noted, no stated cut-off is given here; in the data, active means inhibition above about 30%; inconclusive means no clear call, values can overlap the other calls; inactive means below that. The list is partial. The share of hits here may be higher or lower than overall.
no.	SMILES	SARS 3CLpro inh	Anthrax LF prot	PriA SSB inh	BoNT-A LC inh2	PfHsp40 rescue	Yp Topo-I inh	BH1578 lux ind	CCHFV vOTU inh	TcdB inh	VHR inh abs
1	Cc1ccc(NC(=O)O/N=C/c2ccc(Br)cc2)cc1	-3	15	.	-2.1	0.0	-2	i	-7	0.4	-23
2	COC(=O)C(C)Sc1nnc(Cc2cc(=O)[nH]c(=O)[nH]2)n1-c1cccc(OC)c1 (stereo unspecified)	-2	-4	3	-0.8	-0.1	2	0.1	-2	0.9	5
3	COc1ccc(N2CCN(C(=O)CCCSc3nc4ccccc4[nH]3)CC2)cc1	2	0	1	0.4	3.5	15	-0.2	5	.	24
4	CC(C)(C)C(=O)Nc1nc2c(s1)COc1ccccc1-2	-3	-7	-3	-1.1	0.1	1	0.1	0	0.3	45
5	COc1cc([C@H]2[C@@H]3CCCC[C@]3(O)CCN2Cc2ccccc2F)ccc1O	-6	-18	-11	0.0	-0.3	3	-0.3	-12	.	17
6	COC(=O)[C@H](CC(C)C)NS(=O)(=O)c1ccccc1	-8	-4	5	0.1	2.7	3	i	-8	-0.9	9
7	CN(C)Cc1c(O)ccc2occ(C(=O)c3ccccc3)c12	1	4	0	1.6	-0.3	2	-0.2	-4	.	14
8	CCn1c(=O)c2c(nc3n2CCS3)n(C)c1=O	-7	-2	-18	0.1	0.0	4	8.3	10	.	28
9	OCC[C@H]1C[C@@H](O)[C@H](O)[C@]2(Cc3ccccc3CCO2)O1	.	4	-10	0.1	-0.9	2	i	10	-7.4	.
10	CCCOc1ncnc2c1[nH]c1ccccc12	3	-16	-11	1.0	1.7	5	.	-7	.	30
11	O=C1NC(c2ccccc2)=C(c2ccccc2)C1=O	0	1	-4	-0.4	0.2	2	-0.3	5	1.8	-5
12	O=C(NNc1ccc(Cl)cc1)c1sccc1Cl	0	-14	-8	?	6.9	-13	i	-12	-0.6	36
13	CNc1ccc(/C=C(\C#N)C(=O)Nc2ccccn2)cc1[N+](=O)[O-]	-8	33*	-15	0.6	-1.0	-3	-5.6	2	0.0	12
14	CC(C)C[C@@H]1NC(=O)N(CCCn2ccnc2)C1=O	-3	-8	7	-1.6	0.7	5	i	6	0.8	4
15	O=c1c2c(n3nnnc3n1Cc1ccccc1)-c1ccccc1CC21CCCC1	7	-1	-4	0.4	-0.4	-7	1.0	-2	.	-13
16	CCN1c2nc3ccccn3c(=O)c2CC2(C(=O)N(C)C(=O)N(C)C2=O)C1C (stereo unspecified)	2	-4	-13	0.7	-0.4	-5	i	8	0.4	-5
17	COc1ccc(NC(=O)CN(C)C(=O)CN2C(=O)NC3(CCCC3)C2=O)cc1	.	2	-2	-0.9	-0.7	-1	i	-5	0.4	.
18	CC(NC(=O)C1CCN(S(=O)(=O)c2cccs2)CC1)c1cccc(Cl)c1 (stereo unspecified)	.	0	-5	0.1	2.4	13	-1.6	-1	0.4	.
19	O=C(CCCCCN1C(=O)[C@@H]2Cc3ccccc3CN2C1=O)N[C@@H](Cc1ccc(O)cc1)C(=O)O	-5	-6	-9	-0.2	-0.7	-4	-0.5	-5	0.7	16
20	N/C(=N\OC(=O)CCc1ccccc1)c1cccc(Br)c1	1	1	.	0.1	1.0	18	i	7	.	14
21	CCOC(=O)C1CCN(C(=O)CCCn2c(=O)c3cccn3c3cccnc32)CC1	-1	1	5	1.4	1.5	0	0.1	3	0.9	-15
22	CCCCN(CC)CCNC(=O)c1cc2c(=O)n(C)c3ccccc3c2s1	-4	-12	-1	1.4	-0.1	19	18	-75	-4.1	10
23	FC(F)(F)c1cc(CCN2CCNC[C@@H]2c2ccccc2)cc(C(F)(F)F)c1	.	-6	-4	-0.1	0.0	-7	-0.7	12	0.2	.
24	Oc1ccccc1C=NCC(O)c1ccccc1 (stereo unspecified)	2	-1	1	0.5	4.2	-1	-0.2	10	0.2	8
25	O=C(COC(=O)c1ccccc1Cl)Nc1cccc(S(=O)(=O)N2CCCCC2)c1	.	0	.	-0.2	.	16	i	-18	-0.2	.
26	CCOc1ccc(C(=O)Nc2ccc(S(=O)(=O)N3CCOCC3)cc2)cc1OCC	-5	3	-7	-0.5	0.4	-10	-1.4	4	.	10
27	COc1ccc(/C=C2\Oc3cc(OCC(N)=O)ccc3C2=O)cc1OC	-5	-4	-5	-1.6	-1.1	-11	-8.3	-7	-0.5	2
28	Cc1ccc(S(=O)(=O)Oc2ccc(/C=N/NC(=O)c3c(Cl)cnn3C)cc2)cc1	-1	-1	.	0.6	0.9	17	-0.4	2	.	18
29	Cc1ccc(C(CC(=O)O)NC(=O)c2ccc(S(=O)(=O)N3CCCC3)cc2)cc1 (stereo unspecified)	.	7	-7	-0.2	-0.4	-8	i	20	2.2	.
30	CCOc1ccc(CCNC(=O)COC(=O)c2cccc(N(C)C)c2)cc1OCC	.	1	1	1.7	0.1	16	-11	3	1.3	.

# Given with one line to a screen: part of the list above.
12) O=C(NNc1ccc(Cl)cc1)c1sccc1Cl
13) CNc1ccc(/C=C(\C#N)C(=O)Nc2ccccn2)cc1[N+](=O)[O-]
14) CC(C)C[C@@H]1NC(=O)N(CCCn2ccnc2)C1=O

Screen / compound no. | 12 | 13 | 14
SARS 3CLpro inh | 0 | -8 | -3
Anthrax LF prot | -14 | 33* | -8
PriA SSB inh | -8 | -15 | 7
BoNT-A LC inh2 | ? | 0.6 | -1.6
PfHsp40 rescue | 6.9 | -1.0 | 0.7
Yp Topo-I inh | -13 | -3 | 5
BH1578 lux ind | i | -5.6 | i
CCHFV vOTU inh | -12 | 2 | 6
TcdB inh | -0.6 | 0.0 | 0.8
VHR inh abs | 36 | 12 | 4

# Continuation.
no.	SMILES	SARS 3CLpro inh	Anthrax LF prot	PriA SSB inh	BoNT-A LC inh2	PfHsp40 rescue	Yp Topo-I inh	BH1578 lux ind	CCHFV vOTU inh	TcdB inh	VHR inh abs
31	COc1cc(C(=O)Nc2sc(C)c(C)c2C(=O)O)cc(OC)c1OC	-1	2	1	-1.1	-1.0	-3	-0.8	3	0.4	12
32	CN(C)/C=N/c1sc2c(c1C#N)CCC2	2	-3	.	0.2	1.4	-4	i	12	1.4	-3
33	CCOC(=O)Cc1csc(NC(=O)CN2CCN(CC)CC2)n1	3	-4	-4	-6.5	-0.5	-6	-0.3	-18	0.2	21
34	COc1cccc2[nH]c(C(=O)NCc3ccccc3)cc12	3	-1	-4	1.2	2.6	-1	0.6	-7	-0.6	-14
35	CCN(CC)c1nc2ccccc2c(N)c1-c1ccccc1	0	2	-68	1.5	0.1	-2	0.9	22	.	20
36	OCC1(CO)CC2(C1)CC(CO)(CO)C2	.	-5	-4	-0.1	-1.1	-3	1.2	-4	0.4	.
37	CC(=O)N1CCN(S(=O)(=O)c2cccc(C(=O)NC3CCCC(C)C3C)c2)CC1 (stereo unspecified)	.	-2	.	-0.1	.	0	i	-4	2.3	.
38	COc1ccc(CC2(CO)CCN(Cc3cnn(C)c3)CC2)cc1	0	10	-4	-1.0	-1.5	5	i	4	1.4	20
39	Cc1cccc(C)c1Nc1ncnc(N)c1[N+](=O)[O-]	2	-1	-6	-0.3	-1.0	-8	i	11	-0.6	-1
40	Cc1ccc(C(=O)Nc2ccc(N3CCOCC3)cc2)cc1S(=O)(=O)N1CCCCC1	.	2	5	1.1	-2.0	8	-2.1	-1	0.7	.
41	CCC(Cc1ccccc1)NS(=O)(=O)c1ccc2c(c1)NC(=O)CO2 (stereo unspecified)	2	-3	1	0.0	1.8	16	-0.2	17	0.3	2
42	CCc1cccc2c(C(=O)COC(=O)c3ccccc3)c[nH]c12	4	1	-5	0.7	0.2	-1	i	-1	0.7	-10
43	COc1ccc(C(=O)Nc2nnc(SCC(=O)NC3CC3)s2)cc1	-4	1	5	-2.5	10	10	-0.2	10	-0.4	6
44	CCN(c1ccccc1)S(=O)(=O)c1ccc(Cl)c(C(=O)NCc2ccco2)c1	.	8	-6	0.6	-1.3	3	-2.6	14	1.5	.
45	O=C1CS/C(=N\N=C\c2ccco2)N1c1ccccc1	-1	-4	.	0.0	0.9	1	-0.4	3	-2.8	17
46	CCCn1cc(SCC(=O)NC2CCCC2)c2ccccc21	-3	-2	-22&14	1.3	0.3	14	-6.4	0	1.5	-5
47	CCN(CC)CC(O)COC(c1ccccc1)c1ccccc1 (stereo unspecified)	1	-4	1	-0.1	0.7	3	-0.1	5	-0.3	4
48	CN(C(=O)CSc1nnc(-c2ccco2)n1N)C1CCCCC1	0	-5	-19	-0.8	0.5	-13	1.6	-5	0.8	26
49	COc1ccccc1C(=O)NCCC(=O)NCC(c1ccco1)N1CCCC1 (stereo unspecified)	.	-4	1	2.4	0.0	3	-0.6	-4	0.8	.
50	CCOC(=O)C(Cc1ccc(NC(=O)/C(=C/c2ccc(OC(C)=O)cc2)NC(C)=O)cc1)N1C(=O)c2ccccc2C1=O (stereo unspecified)	-1	3	-8	0.0	2.5	-2	-0.5	1	.	19
51	O=C(NCCc1ccccc1)c1ccccc1F	-6	1	-2	-0.6	-1.1	0	-0.2	-2	0.5	16
52	CC(C)c1ccc(N(CC(=O)NCCc2ccccc2)C(=O)c2csnn2)cc1	2	-1	-11	-0.4	-0.2	10	1.4	11	2.2	34
53	CS(=O)(=O)N1Cc2ccccc2CC1C(=O)Nc1ccccc1C(N)=O (stereo unspecified)	1	0	-21	0.9	-0.8	0	-3.4	-15	.	7
54	Cc1ccc([C@@H]2CC=C(C(=O)O)[C@H](c3ccc(F)cc3)N2S(=O)(=O)c2ccccc2C)cc1	.	-9	5	-0.1	4.6	7	i	27	-3.3	.
55	C=CCn1c(NC(=O)CC)c(C(=O)OCC)sc1=S	-4	-4	-6	0.5	0.3	4	i	11	.	24
56	O=C1NC(Cc2ccccc2)c2nc3cc(F)c(F)cc3c(=O)n2-c2cc3ccccc3cc21 (stereo unspecified)	.	-8	.	0.1	.	-6	-0.4	10	0.6	.
57	NS(=O)(=O)c1cc(C(=O)O)cc(N2CCCC2)c1Oc1ccccc1	.	-15	-8	-2.1	-1.8	2	i	-23	-0.3	.
58	O=C(NCc1ccc(F)cc1)c1ccc(CS(=O)Cc2ccccc2Cl)o1 (stereo unspecified)	-2	-1	-5	-1.2	-1.5	18	i	4	1.9	-2
59	Cc1ccc(SCCNS(C)(=O)=O)cc1	1	-1	7	0.2	0.4	3	-2.0	2	.	-26
60	Cc1ccc(S(=O)(=O)CCC(=O)OCC(=O)NCC(=O)Nc2cccc(C)c2C)cc1	-2	-4	-11	-0.6	0.4	-7	0.3	-4	2.1	1
61	CC(C)C[C@H]1CNC(=O)C(=O)N1CC1CCN(CC2CCC(C)CC2)CC1 (stereo partly specified)	.	-3	.	0.3	.	.	.	0	1.2	.
62	Cc1cccc(NC(=O)CNC(=O)COc2cccnc2[N+](=O)[O-])c1C	.	-3	-3	0.7	-0.6	-9	i	-11	1.2	.
63	CN1CCCN(C(=O)c2ccccc2Cl)CC1	4	4	11	0.0	-1.0	-11	-0.4	11	2.8	13
64	COCCN(CC(=O)Nc1cccc(C)c1C)C(=O)c1ccc(-n2cccn2)cc1	.	0	-2	-0.2	-1.4	4	i	1	-0.6	.
65	O=C(CSc1nc(O)c(Cc2ccccc2)c(=O)[nH]1)N1CCOCC1	0	-3	1	1.2	2.7	-5	-0.3	-12	0.8	21
66	O=C1C2CCCN2C(c2cccc(F)c2)N1c1cccc(Cl)c1 (stereo unspecified)	2	-10	-5	0.1	1.4	11	i	-4	1.2	-4
67	COc1cc(NS(=O)(=O)c2ccc(N)cc2)nc(OC)n1	1	-9	-12&-10	-2.2	0.7	5	4.3	-2	0.0	1
68	CCOC(=O)c1c(C)c(-c2ccccc2)n(CC(=O)NCCCN(CC)CC)c1C	5	1	-4	-1.0	-0.4	3	2.0	-13	0.4	8
69	NS(=O)(=O)c1ccc(CNC(=O)c2cc(-c3cccnc3)nc3ccc(Cl)cc23)cc1	0	10	4	-0.9	-1.5	0	i	3	-4.4	18

# Assay outcomes (PubChem BioAssay)
